# LYP inhibition = inhibitors of LYP phosphatase, biochemical, fluorescence intensity, uHTS (AID 1779); hit rate 0.054% among 290,000; recombinant LYP phosphatase, fluorescence intensity; higher % means a stronger effect; inhibition, % at 11.5 µM, or IC50 in µM where a hit was titrated; in the data active means inhibition above about 50%;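 further: plate controls were vehicle with enzyme for no effect and no enzyme for full effect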
# NTR1 ag = NTR1-driven beta-arrestin-GFP spot formation – imaging, U2OS cells, high content, primary screen (AID 493036); P30989; agonist mode; activation, % at 20 µM; hit rate 0.17% among 330,000;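 active means activation at or above 40% of the spot to cytoplasm intensity ratio, with at least 20 cells analyzed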;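 further: 0% = DMSO without peptide and 100% = 100 nM NTR1 peptide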
# Target sequence (P30989 whole entry, looked up): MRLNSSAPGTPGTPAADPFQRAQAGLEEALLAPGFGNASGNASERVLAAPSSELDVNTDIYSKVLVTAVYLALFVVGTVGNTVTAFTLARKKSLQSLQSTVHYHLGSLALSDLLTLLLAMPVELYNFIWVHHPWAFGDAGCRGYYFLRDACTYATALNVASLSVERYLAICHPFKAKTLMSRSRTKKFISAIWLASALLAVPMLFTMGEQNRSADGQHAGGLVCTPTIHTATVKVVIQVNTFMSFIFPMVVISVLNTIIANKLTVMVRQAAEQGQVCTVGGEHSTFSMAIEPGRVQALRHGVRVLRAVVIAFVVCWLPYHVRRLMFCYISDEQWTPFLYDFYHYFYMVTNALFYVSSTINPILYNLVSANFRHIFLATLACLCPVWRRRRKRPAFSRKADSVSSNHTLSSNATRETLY
# Lipid droplet = hepatic lipid droplet formation modulation; AID 1656; inhibition, % at 6.5 µM; AML12 mouse hepatocytes, oleate lipid droplets, BODIPY imaging; hit rate 0.4% among 240,000;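 active means lipid droplet intensity inhibited by at least 50%, with more than 500 cells counted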
#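 Assay system: AML12 mouse liver cells | Compound: 6.5 µM single-point dosing | Schedule: Overnight exposure | Technique: Fluorescence imaging, 20x objective, two fields per well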
# Rac1 GTP hydrolysis = MgcRacGAP GTPase-activating activity inhibitors, confirmation, biochemical, ADP Hunter fluorescence | MgcRacGAP-stimulated Rac1 GTP hydrolysis, ADP Hunter fluorescence; higher % means a stronger effect; GST-tagged Rac1 F28L mutant substrate | inhibition, % at 30 µM; hits with a dose series show IC50 in µM | hit rate 0.6% among 340,000 | AID 624330;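 active means first-screen hits whose inhibition reached a set limit at any dose in the follow-up dose series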;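 further: fluorescence reports GDP produced by GAP-driven GTP hydrolysis; strong numbers were not always called active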
# GPR55 beta-arrestin = selective activators of receptor GPR55 – imaging, U2OS cells, beta-arrestin-GFP redistribution, primary screen (AID 1961); activation, % at 10 µM; hits with a dose series show EC50 in µM; hit rate 0.048% among 290,000; U2OS GPR55 beta-arrestin-GFP redistribution imaging; higher % means a stronger effect;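 active means activation above 40% with more than 50 cells counted in the well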;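 further: U2OS osteosarcoma cells stably expressing GPR55 and beta-arrestin-GFP; plate controls were DMSO negative control for no effect and LPI positive control for full effect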
# GPR55 antagonists = GPR55 antagonists blocking LPI-driven arrestin recruitment, primary screen, imaging, U2OS, beta-arrestin-GFP, LPI agonist (AID 2013); U2OS GPR55 beta-arrestin-GFP translocation imaging, LPI antagonism; higher % means a stronger effect; one-dose inhibition, % at 10 µM; IC50 in µM for titrated hits; hit rate 0.13% among 290,000;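 active means spots per cell inhibited over 60%, with over 100 cells counted and total cytoplasm intensity under 500,000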;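 further: U2OS cells stably carrying GPR55 and arrestin-GFP stimulated by 5 µM LPI near EC80; imaged beta-arrestin-GFP aggregate spots per cell after agonist stimulation; plate controls were LPI-stimulated DMSO wells for no effect and DMSO wells without LPI for full effect; some results filed as inactive read as strong as hits; confirmed hits need IC50 under 10 µM and bright autofluorescent wells are also inconclusive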
# Large T inhibition = TAg ATPase/helicase activity blockers – biochemical (AID 1903); SV40 large T antigen ATPase/helicase inhibition assay; higher % means a stronger effect; one-dose inhibition, % at 20 µM; IC50 in µM for titrated hits; hit rate 0.39% among 310,000; in the data active means a potency from the dose series; further: strong numbers were not always called active
# GPR35 antagonists = inhibition of zaprinast-stimulated GPR35 beta-arrestin translocation – imaging, U2OS, beta-arrestin-GFP, zaprinast agonist, primary screen (AID 2058); one-dose inhibition, % at 10 µM; IC50 in µM for titrated hits; hit rate 0.052% among 290,000; U2OS GPR35 beta-arrestin-GFP translocation imaging, zaprinast antagonism; higher % means a stronger effect;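 active means inhibition of at least 50% with at least 30 cells and total cytoplasm GFP at most 10,000,000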
# T cell HTS = T cell immune modulation candidate; 2C CD8+ T cell-vesicle binding, flow cytometry; hits give low values; calls only at 7 µM; hit rate 0.068% among 330,000; AID 2052;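 active means response, share of CD8 T cells binding vesicles, and their 90th percentile fluorescence all below set limits, cut at about 80% in these data, passing the limit was not always enough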
#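 Read-out – percent CD8+ FL2 mean versus row control · System – murine 2C transgenic CD8+ T lymphocytes · Times – 1.5 h cell–vesicle binding at 37 °C, then 20 min icy labelling · Control set – naked vesicles low, QL9 vesicles with vehicle high · Detection – cytometric PE anti-B7-1 and Alexa647 anti-CD8 signals after 1% paraformaldehyde fixation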
# Lipid droplet cells 6.5 µM = recorded beside Lipid droplet, whose call it bears; cell count; measured here: cell count, cytotoxicity flag;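 cells counted across two imaged fields per well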
# T cell HTS vesicle-bound % = recorded beside T cell HTS, whose call it bears; double positive events, %; measured here: CD8+ vesicle-bound cell fraction;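 binding gate set so that unloaded-vesicle control wells show 10% double positive cells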
# NTR1 ag cell count 20 µM = also measured in NTR1 ag; calls as there; cell count; measured here: cell count, cytotoxicity flag
# Active calls of the source: *; i = inactive; / = not tested or not shown.
# Values in the order – GPR35 antagonists | Large T inhibition | GPR55 antagonists | T cell HTS | LYP inhibition | T cell HTS vesicle-bound % | Rac1 GTP hydrolysis | NTR1 ag | Lipid droplet | Lipid droplet cells 6.5 µM | NTR1 ag cell count 20 µM | GPR55 beta-arrestin
> CCn1c(SCC(=O)Nc2cc(C)on2)nc2c1c(=O)n(C)c(=O)n2C
    -3.1% | 7.1% | -3.3% | i | -4.8% | 11.9 | 7.0% | 1.5 | 1.0 | 714 | 55 | -0.2%
> COC(=O)C1=C(C(=O)OC)[C@@H]2N(C)c3ccccc3[C@@]23C[C@@H](C(=O)OC)N(C(C)=O)C3=N1
    36.6% | 24.7% | 3.0% | i | -4.9% | 18.1 | 9.3% | -0.3 | 9.5 | 791 | 61 | -0.1%
> Cc1cc(/C=N/NC(=O)C(O)(c2ccccc2)c2ccccc2)c(C)n1-c1ccc(C(=O)O)cc1
    -3.8% | 9.3% | -1.5% | i | 7.4% | 54.2 | 11.4% | -0.3 | -2.9 | 531 | 90 | -0.1%
> COc1cccc(-c2nnc(SCC(=O)N3CCCC3=O)n2-c2ccccc2)c1
    -18.2% | 7.8% | -4.6% | i | -0.2% | 16.9 | 5.6% | 1.5 | / | / | 54 | -1.0%
> CN1CCN(S(=O)(=O)c2cccc(S(=O)(=O)c3cccc(S(=O)(=O)N4CCN(C)CC4)c3)c2)CC1
    20.2% | -4.8% | 1.8% | i | -10.9% | 44.9 | 8.9% | 0.4 | 6.7 | 798 | 50 | 0.6%
> CCOc1ccccc1C(=O)N1CCC(n2nnc3cc(C(F)(F)F)ccc32)CC1
    -12.7% | 2.0% | -1.5% | i | 0.6% | 21.9 | 0.7% | 1.8 | -20.1 | 631 | 61 | 0.6%
> COc1ccc(CC(=O)N2CCC(n3nccc3NC(=O)C3CC3)CC2)cc1
    -4.7% | 20.6% | 18.9% | i | -2.7% | 6.2 | 8.1% | -0.6 | -17.7 | 718 | 51 | 0.0%
> COc1ccc2c(c1OC)C(=O)N(c1cccc(C)c1)C2
    -3.7% | 18.6% | 13.7% | i | -3.6% | 54.1 | 6.6% | 3.1 | 9.7 | 672 | 69 | -0.1%
> CN(Cc1ccccc1)C(=O)COC(=O)c1cncc(Br)c1
    0.0% | 26.9% | 0.6% | i | 2.4% | 18.6 | 3.3% | -0.2 | -4.4 | 700 | 46 | -1.1%
> COc1cccc(CNc2ccc3[nH]c(=O)[nH]c3c2)c1OCc1ccccc1Cl
    6.8% | 37.0% | 7.3% | i | 2.1% | 49.9 | 69µM* | 2.5 | -21.3 | 809 | 55 | -0.1%
> Cc1nc(SCc2ccc(O)c([N+](=O)[O-])c2)c([N+](=O)[O-])[nH]1
    5.3% | 17.2% | 8.5% | i | -6.9% | 58.3 | 19.4% | 0.8 | 5.1 | 702 | 58 | 0.5%
> CN(C)S(=O)(=O)c1cccc(NC(=O)c2sccc2-c2ccccc2)c1
    -7.3% | 28.1% | 3.8% | i | -7.2% | 5.7 | 7.9% | 2.9 | 14.5 | 703 | 68 | 0.0%
> Cc1cc2cc(CN(CCN3CCOCC3)C(=O)Nc3ccccc3F)c(=O)[nH]c2cc1C
    2.2% | -4.8% | 9.4% | i | -6.8% | 33.4 | 15.3% | -0.5 | / | / | 55 | -0.2%
> CC(=O)Nc1ccc(OCC(O)CN2CCN(c3ccc(C)c(Cl)c3)CC2)cc1 (stereo not given)
    -6.9% | 8.8% | 17.0% | i | 2.0% | 29.9 | 5.0% | -0.6 | / | / | 50 | -0.1%
> Cc1nc2ccc(-c3nc4cc(N)ccc4o3)cc2[nH]1
    -2.0% | 17.5% | 7.6% | i | -0.4% | 47.4 | 4.0% | -1.2 | 22.4 | 627 | 81 | 0.1%
> CN(C)c1ccc(C(CNC(=O)COc2ccc(Cl)cc2)N2CCCC2)cc1 (stereo not given)
    49.2% | -9.6% | 4.1% | i | -7.4% | 17.1 | 9.0% | -0.4 | -9.9 | 634 | 44 | -0.1%
> COc1ccc(C[C@H](C)NC[C@@H](O)c2ccc(O)c(NC=O)c2)cc1
    / | 23.5% | / | i | / | 32.7 | -7.0% | 3.9 | / | / | 41 | /
> Cc1ccc(O)c(-c2cc(-c3ccccc3C)[nH]n2)c1
    -17.0% | 11.7% | 12.9% | / | -6.1% | / | 16.6% | 16.9 | 8.0 | 672 | 42 | -0.1%
> Cc1ccc(OCCC(=O)OCC(=O)Nc2cc(C)nn2-c2ccccc2)cc1
    -1.8% | 2.9% | 21.1% | i | -9.2% | 19.1 | 6.8% | 0.7 | -13.5 | 836 | 59 | 0.4%
> Cc1c(C(=O)O)oc2ccc(S(=O)(=O)N(CC(C)C)CC(C)C)cc12
    11.5% | -2.8% | 1.0% | i | -6.8% | 39.6 | 8.2% | -1.0 | -2.6 | 753 | 53 | 0.2%
> CCOC(=O)N1CCN(Cc2oc(CO)cc(=O)c2O)CC1
    5.6% | 15.8% | 8.6% | i | 5.1% | 26.1 | 11.0% | -1.5 | / | / | 48 | -0.3%
> O=C(NCc1cccnc1)c1ccc(-c2cc(Cl)ccc2Cl)o1
    0.1% | 4.5% | -2.3% | i | -1.7% | 55.7 | 3.4% | -0.9 | 0.2 | 693 | 97 | 5.5%

# Bioassay records: PubChem BioAssay, several laboratories
